IDE act: boosts human insulin-degrading enzyme activity in HEK cells | P14735 | FAbeta-B cleavage, fluorescence polarization; 0% vehicle, 100% cell-free pure enzyme wells | activation, % at 5.96 µM | 340,000 tested, 0.073% active | AID 493087;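 active = activation above the mean of all tested compounds plus 3 SD, set per screening campaign, cut at about 17% in these data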
MEKK3 PB1 HTS: raises or lowers MEK5 binding to the human MEKK3 PB1 domain; bead-based flow cytometry, Alexa488-MEK5 binding to MEKK3; actives lie on both sides; 0 = blocked by unlabeled MEK5, 100 = vehicle; binding response (% of control), % at 10 µM; 290,000 tested, 1.4% active;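 active = binding response more than 3 SD above or below the average of its plate-row segment, actives on both sides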;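 note: Alexa488 bead fluorescence after subtracting the streptavidin-only scavenger bead signal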
PHOSPHO1 inh: blocks human PHOSPHO1 phosphatase activity; inhibition, % at 13.3 µM; 290,000 tested, 1.1% active; Q8TCT1; recombinant PHOSPHO1, absorbance phosphatase assay; AID 1565; in the data active = inhibition above about 60%
VIM-2 inhibitor: inhibitors of Pseudomonas aeruginosa VIM-2 metallo-beta-lactamase; purified VIM-2, nitrocefin hydrolysis, epi-absorbance fluorescence; inhibition, % at 5.6 µM; 290,000 tested, 0.89% active; AID 1527;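 active = inhibition above the mean of all tested compounds plus 3 SD, cutoff set per screening run, cut at about 7.5% in these data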;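 note: red hydrolysis product quenches plate fluorescence so inhibitors raise well fluorescence; 0% = enzyme with DMSO and 100% = DMSO without enzyme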
UBC9 SUMO inh: SUMOylation inhibition | 290,000 tested, 0.36% active | P63279 | inhibition, % at 35 µM | HTRF SUMOylation assay, SAE1/SAE2 + UBC9, in vitro; in the data active = inhibition above about 50%, passing the limit was not always enough; note: strong numbers were not always called active
HCV NS3 hel inh: blocks Hepatitis C virus NS3 helicase unwinding. NS3 helicase DNA unwinding, Cy5 molecular beacon fluorescence. inhibition, % at 10.9 µM. 290,000 tested, 0.56% active;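 active = inhibition above the mean of all tested compounds plus 3 SD, set per campaign, cut at about 35% in these data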;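 note: 0% = DMSO wells and 100% = thioflavine S control wells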
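System: Hepatitis C virus NS3 helicase domain fragment enzyme | Reagent: Annealed dual-labelled DNA beacon duplex, ATP-started | Compound dosing: 10.9 µM single point, 0.8% DMSO | Incubation: 1 h reaction at 25 °C, ATP-initiated | Technique: Cy5 fluorescence | Evaluation: Percent inhibition from t60/t0 fluorescence ratio | Benchmarks: Low DMSO, high thioflavine S at 110 µM | Replication: Singlicate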
IMP-1 inhibitor: inhibitors of Pseudomonas aeruginosa IMP-1 metallo-beta-lactamase | purified IMP-1, nitrocefin hydrolysis, epi-absorbance fluorescence | inhibition, % at 5.6 µM | 290,000 tested, 0.45% active;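 active = inhibition above the mean plus 3 SD of all compounds in the same screening run, cut at about 4.5% in these data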;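 note: 0% = IMP-1 with DMSO and 100% = DMSO wells lacking enzyme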
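assay system = purified recombinant IMP-1 metallo-beta-lactamase enzyme | schedule = 15 min preincubation plus 25 min reaction at 25 °C | signal = Epi-absorbance fluorescence, 480 nm excitation, 530 nm emission | read-out basis = percent inhibition from optical density relative to buffer-blank wells | controls = IMP-1 with DMSO as 0%, enzyme-free DMSO as 100%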
DNA FID counter: fluorescent intercalator displacement, NS3 helicase counter-screen; DNA fluorescent intercalator displacement, fluorescence; inhibition, % at 7.9 µM; 290,000 tested, 0.17% active; AID 1845; in the data active = inhibition above about 37%;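 note: 0% = vehicle and 100% = reference compound; higher means more ethidium bromide displaced from hairpin DNA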
pCIP destab: compounds decreasing mouse p/CIP protein stability | decrease of EGFP signal, % at 10 µM | F442A p/CIP-EGFP cells, EGFP fluorescence, 16 h | Q05BA5 | 290,000 tested, 0.01% active;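 active = EGFP signal decrease of at least 30% at 10 µM or well 3 SD below plate mean, unless failing retest; inactive = the rest, including hits failing retest or dose response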; note: some compounds called inactive have numbers as strong as hits; many of its hits are not listed in these tables
Target sequence (Q05BA5 1-1403): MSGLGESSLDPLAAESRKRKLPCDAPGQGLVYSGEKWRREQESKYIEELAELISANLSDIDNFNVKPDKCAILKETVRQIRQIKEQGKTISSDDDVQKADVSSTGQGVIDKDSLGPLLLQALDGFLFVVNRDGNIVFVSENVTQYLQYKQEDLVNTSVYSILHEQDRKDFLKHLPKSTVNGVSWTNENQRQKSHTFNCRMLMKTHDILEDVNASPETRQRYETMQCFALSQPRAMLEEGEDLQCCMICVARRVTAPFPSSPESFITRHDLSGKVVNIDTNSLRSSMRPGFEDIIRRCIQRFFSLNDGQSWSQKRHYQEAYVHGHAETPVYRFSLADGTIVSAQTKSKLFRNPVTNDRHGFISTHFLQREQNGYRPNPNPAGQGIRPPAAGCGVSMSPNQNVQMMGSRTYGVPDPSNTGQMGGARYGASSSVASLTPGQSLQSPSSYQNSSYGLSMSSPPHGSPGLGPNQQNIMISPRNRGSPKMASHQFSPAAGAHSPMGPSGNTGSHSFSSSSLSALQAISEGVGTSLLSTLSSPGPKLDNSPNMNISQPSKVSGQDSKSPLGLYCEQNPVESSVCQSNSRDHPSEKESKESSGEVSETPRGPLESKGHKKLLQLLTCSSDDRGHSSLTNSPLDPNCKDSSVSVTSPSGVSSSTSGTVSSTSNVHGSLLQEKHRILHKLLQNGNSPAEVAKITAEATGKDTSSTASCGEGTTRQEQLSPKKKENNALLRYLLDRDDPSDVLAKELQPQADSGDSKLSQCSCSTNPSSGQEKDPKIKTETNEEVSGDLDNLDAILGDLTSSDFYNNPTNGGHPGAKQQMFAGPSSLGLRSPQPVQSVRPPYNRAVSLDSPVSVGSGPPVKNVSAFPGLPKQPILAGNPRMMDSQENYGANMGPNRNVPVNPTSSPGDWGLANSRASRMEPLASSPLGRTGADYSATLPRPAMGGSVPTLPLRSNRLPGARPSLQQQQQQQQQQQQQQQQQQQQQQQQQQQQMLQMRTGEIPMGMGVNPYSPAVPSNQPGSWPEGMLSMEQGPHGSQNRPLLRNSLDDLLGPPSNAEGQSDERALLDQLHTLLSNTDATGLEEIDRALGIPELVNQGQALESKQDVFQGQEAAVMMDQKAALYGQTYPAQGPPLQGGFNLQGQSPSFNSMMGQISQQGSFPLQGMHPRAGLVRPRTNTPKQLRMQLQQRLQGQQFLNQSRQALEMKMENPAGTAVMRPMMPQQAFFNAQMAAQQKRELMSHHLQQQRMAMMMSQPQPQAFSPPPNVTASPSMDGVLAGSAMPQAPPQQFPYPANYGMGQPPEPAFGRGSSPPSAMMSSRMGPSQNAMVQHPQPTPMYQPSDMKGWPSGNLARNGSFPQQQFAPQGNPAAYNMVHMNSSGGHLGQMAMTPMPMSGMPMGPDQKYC
An asterisk follows results filed as active; / = no result given.

#1 NC(=O)/C(=C\c1ccncc1)c1cccc2ccccc12
#2 O=C(CC1C(=O)NCCN1Cc1c(F)cccc1Cl)NCCC1=CCCCC1 (stereo not given)
#3 CC(=O)Nc1ccc(-n2c(C)ccc2C)cc1
#4 CCc1ccc(OCC(=O)NNC(=O)c2cnccn2)c(Br)c1
#5 CCN(CC)c1ccc(/C=N/Nc2nc(C)cc(=O)[nH]2)cc1
#6 COc1ccc(C(=O)Nc2cc(OC)c(Cl)cc2Cl)cc1
#7 C[C@@H]1C=C[C@](Cc2ccccc2)(C(=O)NCCc2c[nH]c3ccccc23)N1C(=O)c1ccccc1
#8 CNC(=S)N/N=C/c1ccc(-c2ccc(C(=O)O)cc2)o1
screen / no.	1	2	3	4	5	6	7	8
IMP-1 inhibitor	-2.0	-3.4	-1.1	-2.7	0.0	-2.1	-5.0	-2.6
VIM-2 inhibitor	-1.8	-3.7	0.7	-7.7	-3.7	0.0	-0.5	-3.8
HCV NS3 hel inh	-4	6	-1	-6	-1	-8	-3	-10
PHOSPHO1 inh	12	23	53	38	-5	8	-9	49
MEKK3 PB1 HTS	107	96	98	107	/	102	99	91
pCIP destab	4	-13	-5	5	-2	14	-24	3
UBC9 SUMO inh	26	0	9	-9	-6	15	11	22
DNA FID counter	-3	-12	-11	-13	-5	-10	-38	-12
IDE act	-4	4	0	-6	1	1	2	-5

#9 CC12CCC(C(=O)O)(c3nc4cc([N+](=O)[O-])ccc4nc31)C2(C)C (stereo not given)
#10 CC1CCCCN1S(=O)(=O)c1ccc2c(c1)C(C)(C)C(=O)N2C (stereo not given)
#11 O=C(CSc1ccc(Cl)cc1)NC1CCCc2ccccc21 (stereo not given)
#12 O=C(Nc1ccc(C(=O)N2CCCCC2)cc1)c1ccc(Br)cc1
#13 Cc1cccc(NC(=O)C2C(C(=O)O)C3C=CC2C32CC2)c1C (stereo not given)
#14 COc1ccc(CNC(=O)c2sc(=S)n(-c3ccccc3)c2N)cc1
#15 CC(C)CC(=O)N1CCC(N(CCc2ccccc2)Cc2ccccc2)CC1
#16 CCCCc1ccc(NS(=O)(=O)N(C)C)cc1
screen / no.	9	10	11	12	13	14	15	16
IMP-1 inhibitor	-2.4	-0.8	-3.2	-0.5	-3.0	0.0	-2.7	-3.5
VIM-2 inhibitor	-0.2	-0.8	-2.1	-6.2	-0.6	0.2	-1.0	-2.3
HCV NS3 hel inh	-6	-3	0	4	1	3	7	-6
PHOSPHO1 inh	27	7	6	29	3	-59	40	-4
MEKK3 PB1 HTS	90	103	106	106	/	109	104	105
pCIP destab	4	2	-11	-12	4	-6	-9	3
UBC9 SUMO inh	23	2	15	-6	19	21	-6	2
DNA FID counter	-4	-29	-17	-25	-1	-21	-15	-5
IDE act	7	2	4	3	1	3	7	-1

#17 COc1ccccc1N(O)C1CC(=O)N(c2ccc(Br)cc2)C1=O (stereo not given)
#18 CC1(C)CC(=O)C2=C(C1)N(c1ccc(F)cc1)C(=O)C2(NC(=O)c1ccccc1)C(F)(F)F (stereo not given)
#19 O=C1[C@@H]2Cc3c([nH]c4ccccc34)C(c3ccccc3)N2C(=O)CN1C1CC1 (stereo not given in full)
#20 O=C1CN(C(=O)COC(=O)c2ccccc2NC(=O)c2ccco2)c2ccccc2N1
#21 Cc1cc(C)c2c(c1)/C(=N/NC(=S)Nc1ccc(F)cc1)CCC2
#22 COc1ccc(C2(C(=O)Nc3ccc(C)c(C)c3)CCOCC2)cc1
#23 O=c1cc(CO)oc(CN2CCN(c3cccc(C(F)(F)F)c3)CC2)c1O
#24 COc1ccc(Cl)cc1C(=O)NCC#N
screen / no.	17	18	19	20	21	22	23	24
IMP-1 inhibitor	-0.3	-3.0	-0.9	-2.8	-4.0	-3.0	-2.0	-1.8
VIM-2 inhibitor	0.7	-1.8	0.0	0.9	-4.1	-0.7	3.2	-3.4
HCV NS3 hel inh	31	49*	13	3	-3	-4	-2	-2
PHOSPHO1 inh	-3	-17	/	31	8	30	3	0
MEKK3 PB1 HTS	97	99	99	98	102	117	106	98
pCIP destab	5	1	-7	28	19	-16	-4	10
UBC9 SUMO inh	4	13	-3	-15	-6	18	-7	-18
DNA FID counter	-18	3	-27	-8	-1	-20	-5	1
IDE act	-3	/	1	1	4	1	4	6

#25 CC(=O)N1c2ccc(S(=O)(=O)N3CCOCC3)cc2CC1C (stereo not given)
#26 Cc1cc(=O)oc2c3c(cc(OCC(=O)N[C@H](C(=O)O)c4ccccc4)c12)OC(C)(C)CC3
#27 Cc1ccc(C)c(NC(=O)NNS(=O)(=O)c2ccc(C)c(C)c2)c1
#28 COC(=O)NCc1ccc2c(c1)OCO2
#29 CCc1ccccc1NNC(=O)c1snnc1C
#30 CCOc1ccc2nc(NC(=O)c3c([N+](=O)[O-])cnn3CC)sc2c1
#31 COc1cccc(N2CCN(C(=O)Nc3ccc4c(c3)NC(=O)CO4)CC2)c1
#32 C[C@H](NC(=O)OCc1ccccc1)c1nnc([C@H](Cc2ccccc2)NC(=O)OC(C)(C)C)o1
screen / no.	25	26	27	28	29	30	31	32
IMP-1 inhibitor	-4.7	-1.4	-3.4	-5.0	-1.0	-2.6	-1.3	/
VIM-2 inhibitor	-3.6	2.0	-5.5	-1.7	0.7	-2.6	-4.5	/
HCV NS3 hel inh	14	1	9	1	3	6	-4	/
PHOSPHO1 inh	32	34	31	6	-33	-10	12	35
MEKK3 PB1 HTS	98	97	97	98	100	96	100	105
pCIP destab	-8	8	3	-18	-5	-2	-3	-22
UBC9 SUMO inh	-3	46	5	4	10	16	4	9
DNA FID counter	0	-3	-32	-4	-1	-4	-17	/
IDE act	-2	6	2	-1	/	1	-1	7

#33 COc1ccc(OCCNS(=O)(=O)c2ccccc2)cc1
#34 O=C(NC1=NCCS1)c1ccccc1
#35 CC(=O)N1CCN(c2ccccc2NC(=O)c2ccc(-c3cccc([N+](=O)[O-])c3)o2)CC1
#36 O=C(COC(=O)c1cccc(O)c1)Nc1ccc(OC(F)F)cc1
#37 Cn1ncc(N)c1C(=O)Nc1cccc(C(F)(F)F)c1
#38 CCc1ccc(NC(=O)c2ccc3c(=O)n4c(nc3c2)CCCCC4)cc1
#39 C[C@@H](C(=O)Nc1ccc2ccccc2c1)[C@H]1C[C@]1(C)[C@H](NC(=O)c1cnccn1)c1ccccc1
#40 Cc1ccccc1NC(=O)CCC(=O)OCC(=O)c1ccc(-c2ccccc2)cc1
screen / no.	33	34	35	36	37	38	39	40
IMP-1 inhibitor	-2.2	-1.5	-0.7	-2.1	-2.5	-3.8	-0.5	-0.9
VIM-2 inhibitor	-2.2	-2.2	-0.2	0.3	-3.0	-1.6	0.8	2.0
HCV NS3 hel inh	-2	-9	-5	-8	4	5	-16	11
PHOSPHO1 inh	11	34	8	-2	-31	4	1	14
MEKK3 PB1 HTS	105	103	74	103	105	99	95	102
pCIP destab	-12	-4	-3	-6	-3	-20	13	-3
UBC9 SUMO inh	3	7	28	0	7	-15	7	1
DNA FID counter	-6	-1	3	1	0	-10	-31	0
IDE act	-2	3	5	1	1	5	2	2

#41 CCn1c2ccccc2c2nc3ccccc3nc21
#42 Cc1ccc(NC(=O)CSc2nnc(-c3cc(C)[nH]n3)n2N)cc1
#43 CC1(C)CC(=O)C([N+](=O)[O-])=C(NCCCO)C1
#44 O=C1Nc2ccccc2OC1CC(=O)N1CCCC1 (stereo not given)
#45 COc1ccc(CN2CC(C(N)=O)Oc3ccccc32)cc1F (stereo not given)
#46 CCOC(=O)N1CCC(N2CCN(Cc3ccc(F)c(F)c3)C(CCO)C2)CC1 (stereo not given)
#47 Cc1ccccc1C(=O)NC(CC(C)C)C(=O)OCC(=O)c1c(N)n(C)c(=O)n(C)c1=O (stereo not given)
#48 CCOC(=O)N1CCN(C(=S)Nc2ccccc2C(C)C)CC1
screen / no.	41	42	43	44	45	46	47	48
IMP-1 inhibitor	1.9	-3.6	-2.1	-1.3	-1.5	-2.3	-1.2	-3.1
VIM-2 inhibitor	9.9*	-3.5	-2.9	-3.3	-1.0	-1.4	-1.6	-4.3
HCV NS3 hel inh	-1	1	5	6	0	2	2	10
PHOSPHO1 inh	-11	54	1	3	40	-1	-10	20
MEKK3 PB1 HTS	103	99	99	109	101	105	98	95
pCIP destab	-41	-5	-21	-6	10	5	2	4
UBC9 SUMO inh	15	8	-15	18	-6	-3	14	-1
DNA FID counter	-3	-14	-3	-2	-16	10	-21	-2
IDE act	-7	6	-5	0	0	0	7	3

#49 COc1ccc(NC(=S)N2CCC(c3ccccc3)C2)cc1 (stereo not given)
#50 CCN(CC)CCNCC(=O)N1c2ccccc2CCc2ccc(NC(=O)OC)cc21
#51 COC(=O)CSc1nnc(-c2ccoc2C)n1-c1ccc(OC)cc1
#52 CC1CCC(C(=O)NC(C(=O)Nc2ccccn2)C(C)C)CC1 (stereo not given)
#53 CCCC(=O)c1cc2ccccc2oc1=O
#54 Cc1ccccc1N1CCN(CCN2C(=O)CC(=C3c4ccccc4-c4ccccc43)C2=O)CC1
#55 [O-]/C(=C(\C(=S)NCc1ccc2c(c1)OCO2)[n+]1ccccc1)c1ccc(Cl)s1
#56 CCOc1ccccc1C(=O)NCC(=O)NCCCc1ccccc1
#57 O=C(CO/N=C/c1ccc(OC(F)F)cc1)NCc1ccc(F)cc1
#58 CN1CCN(C(=O)c2cc(-c3ccco3)on2)CC1
#59 COc1ccccc1C(=O)N/C(N)=N/c1nc2ccccc2o1
screen / no.	49	50	51	52	53	54	55	56	57	58	59
IMP-1 inhibitor	-4.5	-3.6	-2.5	-2.9	-2.4	-1.6	-2.4	-2.3	-1.5	-1.4	-4.8
VIM-2 inhibitor	-2.7	-3.7	-0.7	-3.3	-1.8	0.9	-2.4	-0.6	0.1	3.1	-4.2
HCV NS3 hel inh	2	-41	0	4	-4	6	23	-15	4	1	1
PHOSPHO1 inh	20	-118	22	22	14	/	-18	2	12	8	8
MEKK3 PB1 HTS	104	102	99	102	104	101	98	106	106	88	100
pCIP destab	2	-11	2	-6	-18	/	-1	10	10	0	1
UBC9 SUMO inh	4	3	18	1	24	/	0	-6	6	-7	-2
DNA FID counter	-14	15	-20	-26	-2	-1	5	-32	-8	0	-4
IDE act	2	4	3	3	6	2	7	5	5	1	4

Some of the entries so far, tab-delimited:
#	SMILES	IMP-1 inhibitor	VIM-2 inhibitor	HCV NS3 hel inh	PHOSPHO1 inh	MEKK3 PB1 HTS	pCIP destab	UBC9 SUMO inh	DNA FID counter	IDE act
15	CC(C)CC(=O)N1CCC(N(CCc2ccccc2)Cc2ccccc2)CC1	-2.7	-1.0	7	40	104	-9	-6	-15	7
16	CCCCc1ccc(NS(=O)(=O)N(C)C)cc1	-3.5	-2.3	-6	-4	105	3	2	-5	-1
17	COc1ccccc1N(O)C1CC(=O)N(c2ccc(Br)cc2)C1=O (stereo not given)	-0.3	0.7	31	-3	97	5	4	-18	-3
18	CC1(C)CC(=O)C2=C(C1)N(c1ccc(F)cc1)C(=O)C2(NC(=O)c1ccccc1)C(F)(F)F (stereo not given)	-3.0	-1.8	49*	-17	99	1	13	3	/
19	O=C1[C@@H]2Cc3c([nH]c4ccccc34)C(c3ccccc3)N2C(=O)CN1C1CC1 (stereo not given in full)	-0.9	0.0	13	/	99	-7	-3	-27	1

Source: PubChem BioAssay (several laboratories)

This is a subset, so the mix of outcomes need not match the whole.
